BoNT F protease: BoNT/F light chain protease inhibitors, primary screen, biochemical, flow cytometry, MLPCN library; Botulinum neurotoxin type F light chain protease (Clostridium botulinum); Multiplex microsphere protease cleavage assay; inhibition, % at 10 µM; 0.22% of 360,000 active; AID 588497, 2011; in the data active = inhibition above about 35%, passing the limit was not always enough; inconclusive = no clear call, values can overlap the other calls; note: plate controls were buffer without enzyme for full effect and enzyme alone for no effect
CCHFV vOTU inh: CCHFV vOTU protease inhibitors, primary screen, biochemical, Pep-AMC substrate, fluorescence. AID 651958, 2012. 0.55% of 370,000 active. inhibition, % at 11.5 µM; note: 0% = vehicle wells with enzyme and 100% = no enzyme wells
GDH-TPI counter: GDH-TPI coupling enzyme inhibitors, primary screen, artefact control for M. tuberculosis FBA inhibitor project, biochemical, absorbance, full deck; inhibition, % at 4.8 µM; GDH-TPI coupled enzyme counterscreen, NADH absorbance; 1.2% of 360,000 active;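 note: 0% = DMSO wells and 100% = wells lacking the enzyme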
UGM FP inh: M. tuberculosis UGM enzyme inhibitors, primary screen, biochemical, fluorescence polarization, single point; 0.06% of 320,000 active; purified UGM, fluorescence polarization probe displacement; inhibition, % at 10 µM; UDP-galactopyranose mutase (Mycobacterium tuberculosis (strain ATCC 25618 / H37Rv)), …; in the data active = inhibition above about 10%, passing the limit was not always enough; inconclusive = no clear call, values can overlap the other calls
Target sequence (P9WIQ1 whole entry, looked up): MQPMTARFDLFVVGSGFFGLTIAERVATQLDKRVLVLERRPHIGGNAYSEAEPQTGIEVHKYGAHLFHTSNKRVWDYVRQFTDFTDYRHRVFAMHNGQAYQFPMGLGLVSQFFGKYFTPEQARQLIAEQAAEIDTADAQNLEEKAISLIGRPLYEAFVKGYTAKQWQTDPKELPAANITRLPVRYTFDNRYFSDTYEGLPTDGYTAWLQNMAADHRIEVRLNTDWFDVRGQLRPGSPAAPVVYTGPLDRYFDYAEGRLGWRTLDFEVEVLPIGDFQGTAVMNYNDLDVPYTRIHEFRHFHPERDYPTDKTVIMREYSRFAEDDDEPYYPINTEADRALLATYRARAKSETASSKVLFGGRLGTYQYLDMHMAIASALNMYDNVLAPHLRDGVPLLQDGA
Rv3671c protease: Rv3671c serine protease inhibitors, primary screen, biochemical, fluorescence polarization, M. tuberculosis H37Rv | P9WHR9 | 0.048% of 320,000 active | inhibition, % at 5.96 µM; in the data active = inhibition above about 38%;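 note: extracellular domain of Rv3671c used as enzyme; 0% = enzyme with DMSO and 100% = no enzyme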
MazF activator: activators of E. coli MazEF toxin-antitoxin RNase, primary screen, biochemical, fluorescence, uHTS. 0.32% of 350,000 active. Endoribonuclease toxin MazF (Escherichia coli (strain K12)), P0AE70. FAM/BHQ RNA-DNA oligo cleavage fluorescence, 5 h. activation, % at 20 µM. AID 504720, 2011; in the data active = activation above about 50%
Target sequence (P0AE70 whole entry, looked up): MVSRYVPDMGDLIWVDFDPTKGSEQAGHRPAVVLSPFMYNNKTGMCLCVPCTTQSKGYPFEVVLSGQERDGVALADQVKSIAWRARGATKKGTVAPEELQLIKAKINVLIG
DUSP3 inh: VHR1 phosphatase inhibitors, primary screen, biochemical, absorbance, uHTS; Dual specificity protein phosphatase 3 (Homo sapiens), P51452; recombinant VHR phosphatase, pNPP absorbance; inhibition, % at 13.3 µM; 0.52% of 290,000 active; AID 1654, 2009; in the data active = inhibition above about 50%; note: some compounds called inactive have numbers as strong as hits
Target sequence (P51452 whole entry, looked up): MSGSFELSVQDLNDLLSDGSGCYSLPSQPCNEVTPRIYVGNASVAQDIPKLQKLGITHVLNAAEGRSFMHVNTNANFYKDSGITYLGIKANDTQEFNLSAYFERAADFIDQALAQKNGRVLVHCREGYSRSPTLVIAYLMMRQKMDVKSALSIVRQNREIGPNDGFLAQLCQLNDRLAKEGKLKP
FadD28 FP inh: inhibitors of FadD28 bisubstrate probe binding, primary screen, biochemical, fluorescence polarization, single point. inhibition, % at 12.5 µM. AID 588549, 2011. 0.22% of 360,000 active. Mycobacterium tuberculosis FadD28 fatty-acid-AMP ligase; in the data active = inhibition above about 8.5%, passing the limit was not always enough; inconclusive = no clear call, values can overlap the other calls
Mtb FBA inh: Mtb FBA enzyme inhibitors, primary screen, biochemical, fluorescence, strain H37Rv; Fructose-bisphosphate aldolase (Mycobacterium tuberculosis (strain ATCC 25618 / H37Rv)), …; inhibition, % at 1 µM; purified M. tuberculosis FBA, fluorescence read-out; 2.3% of 360,000 active; in the data active = inhibition above about 27%;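 note: 0% = vehicle and 100% = reference inhibitor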
Target sequence (P9WQA3 whole entry, looked up): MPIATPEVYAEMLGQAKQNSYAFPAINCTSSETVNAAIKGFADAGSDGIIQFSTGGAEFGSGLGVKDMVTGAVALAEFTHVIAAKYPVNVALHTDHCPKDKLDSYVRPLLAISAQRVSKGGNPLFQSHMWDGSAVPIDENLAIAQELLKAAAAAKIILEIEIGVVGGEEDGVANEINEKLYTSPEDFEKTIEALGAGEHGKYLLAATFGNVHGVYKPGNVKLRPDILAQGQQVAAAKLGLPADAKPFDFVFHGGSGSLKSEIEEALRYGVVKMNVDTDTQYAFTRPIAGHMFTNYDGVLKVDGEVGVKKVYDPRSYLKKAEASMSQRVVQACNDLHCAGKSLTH
Mtb BioA inh: M. tuberculosis BioA enzyme inhibitors, primary screen, biochemical, plate reader, single point, HTS; purified M. tuberculosis BioA enzyme; inhibition, % at 9.99 µM; 0.096% of 360,000 active; AID 602481, 2012; in the data active = inhibition above about 40%; inconclusive = no clear call, values can overlap the other calls
* hit, by the source's call; ? = inconclusive; · = not tested or not shown; & = joins results of further samples. Cut-off read from the data, not from the text of the source, unless noted: active = inhibition above about 30%; inactive = the rest.

| Compound | BoNT F protease | CCHFV vOTU inh | GDH-TPI counter | UGM FP inh | Rv3671c protease | MazF activator | DUSP3 inh | FadD28 FP inh | Mtb FBA inh | Mtb BioA inh |
| --- | --- | --- | --- | --- | --- | --- | --- | --- | --- | --- |
| Cc1ccsc1/C=C1\SC(N2CCOCC2)=NC1=O | 0 | 12 | 14 | 0.8 | -15 | -1 | 51* | -3.1 | -1 | 0.5 |
| O=C(NCCCCc1ccccc1)C12CN(Cc3ccccc3)CC1C(c1cccc([N+](=O)[O-])c1)=NO2 (stereo not drawn) | 2 | -7 | 10 | 0.8 | -13 | -9 | -4 | -0.1 | -2 | -0.7 |
| COc1cc(OC)cc(C(=O)NC(=S)Nc2cccnc2)c1 | 8 | 8 | 9 | 3.0 | -7 | -4 | 17 | -0.1 | 0 | 0.4 |
| COC(=O)C1=CN(Cc2ccccc2)C=C(C(=O)OC)C1c1cc(F)ccc1F | -27 | -142 | 8 | 1.3 | 6 | 1 | 40 | -1.8 | 122* | -0.4 |
| CC1=C(C(=O)OC(C)C)C(c2c[nH]c3ccccc23)n2ncnc2N1 (stereo not drawn) | 6 | 7 | -3 | 2.4 | 0 | -17 | 19 | 0.5 | 3 | -1.9 |
| O=S(=O)(Nc1cc(Sc2cccc3cccnc23)c(O)c2ccccc12)c1ccc(F)cc1 | · | 83* | · | -1.3 | -73 | 14 | 2 | · | · | · |
| CCOc1ccccc1CN1CCN(C2CCOCC2)CC1CCO (stereo not drawn) | -3 | 1 | 7 | 3.9 | -11 | 6 | -23 | 0.3 | 5 | 1.8 |
| CCN(CC)C(=O)CSc1nc(-c2ccccc2)cc(=O)[nH]1 | 0 | -1 | 4 | 3.6 | 1 | -2 | -17 | 0.9 | -1 | · |
| CC1=NN(C(=O)c2c(Br)cnn2C)C(O)(C(F)(F)F)C1 (stereo not drawn) | -4 | 6 | 1 | -1.5 | 4 | -4 | 37 | -3.6 | -1 | -1.0 |
| CSC1=N/C(=C\c2cccc(Cl)c2)C(=O)N1N(C)C | -15 | -11 | 0 | -1.6 | -3 | 5 | 13 | -0.1 | -1 | · |
| O=C(O)CCC(NC(=O)c1ccc(Cl)cc1)C(=O)O (stereo not drawn) | -5 | 0 | 3 | -1.2 | 5 | -3 | 10 | -1.6 | -3 | · |
| CN(C)S(=O)(=O)c1ccc(C(=O)NNC(=O)c2ccccc2-n2cccc2)cc1 | 6 | 5 | -1 | -1.5 | -2 | 4 | · | -0.6 | 3 | -1.3 |
| O=C(O)CN1C(=O)/C(=C\c2ccccc2OCc2ccc(Cl)cc2Cl)SC1=S | ? | 21 | 17 | -2.4 | -23 | -10 | 18 | -21 | -9 | 11 |
| O=C(CSc1ccccn1)Nc1nc2ccc(Br)cc2s1 | 0 | · | 14 | 3.3 | -8 | 15 | 12 | -3.2 | -2 | -0.9 |
| C=CCc1ccc(OCCCN2CCCC(C)C2)c(OC)c1 (stereo not drawn) | 14 | -9 | -3 | 0.0 | 8 | 8 | 15 | -4.3 | 1 | 0.1 |
| CC1CC1C(=O)N(C)CC(=O)Nc1ccc(Cl)c(C(F)(F)F)c1 (stereo not drawn) | -4 | 13 | -1 | -3.0 | 0 | 4 | · | -3.0 | -2 | 0.4 |
| Cn1nccc1C(=O)OCC(=O)Nc1ccccc1Cl | 6 | -1 | 6 | · | · | 7 | 39 | · | -1 | 0.1 |
| Cc1ccc(OCC(=O)Nc2nnc(S(=O)(=O)N3CCCCC3)s2)cc1 | 3 | 19 | 0 | 0.3 | -2 | 1 | 16 | -1.6 | 3 | 5.4 |
| CCOc1ccc(NC(=O)Nc2nnc(CC(=O)NCc3ccccc3)s2)cc1 | 2 | -2 | 8 | -2.8 | -2 | -13 | 18 | -1.6 | 4 | · |
| CSc1ncc(Cl)c(C(=O)NCc2cccnc2)n1 | -2 | -15 | 9 | -0.3 | · | 2 | 52* | 0.3 | 3 | 1.6 |
| Cc1nc(SCC(=O)Nc2cc(S(=O)(=O)N3CCOCC3)ccc2Cl)nc(C)c1C | · | -1 | 2 | 1.0 | 2 | 3 | · | -0.3 | 6 | -0.4 |
| Cc1c(NS(=O)(=O)c2cc(C(=O)Nc3ccc(F)cc3Cl)ccc2Cl)c(=O)n(-c2ccccc2)n1C | 2 | -5 | -3 | · | · | 1 | · | -4.5 | 3 | 0.3 |
| O=C(NCCc1nc2ccccc2[nH]1)/C(=C/c1ccc2c(c1)OCO2)NC(=O)c1ccc(Cl)cc1Cl | -12 | 11 | 9 | -1.2 | -11 | 2 | -1 | -0.8 | 1 | · |
| Cc1c(C(=O)N(C)C)c2cc(Cl)ccc2n1O | -1 | 8 | 12 | 0.5 | -2 | -26 | 8 | -1.2 | -3 | · |
| COc1ccc2[nH]c(=O)c(CN(CCCN3CCOCC3)C(=O)NCc3ccccc3)cc2c1 | -4 | -15 | 11 | -1.6 | -5 | 1 | 8 | 0.4 | 13 | 0.9 |
| Cc1sc2nc(-c3cccs3)oc(=O)c2c1C | 26 | 2 | 14 | 3.5 | -21 | 13 | 10 | -0.4 | 0 | -0.3 |
| COc1cc(Cl)c(C)cc1NC(=O)COC(=O)CCc1nc2ccccc2c(=O)[nH]1 | -2 | 11 | -9 | 0.3 | 1 | 0 | · | -3.9 | 1 | · |
| CN(Cc1ccccc1)C(=O)c1ccc2c(c1)OCO2 | 10 | 4 | 5 | 0.1 | -1 | 6 | -14 | 1.3 | 1 | · |
| COc1cc(/C=N/Nc2nc3ccccc3[nH]2)cc(OC)c1O | -9 | 8 | 23 | -1.9 | 21 | 4 | 22 | -0.3 | -5 | · |
| CS(=O)(=O)N1CCCCC1c1cc(C(=O)NCc2ccccc2)no1 (stereo not drawn) | 11 | 9 | 14 | · | · | · | · | 1.0 | 5 | -2.8 |
| CCOc1ccc(NC(=O)CN(C)C(=O)Cc2sc(C)nc2-c2ccc(F)cc2)cc1OCC | -3 | -1 | 10 | -1.2 | -1 | 1 | · | · | 0 | -0.6 |
| Fc1ccc(-c2csc(Nc3ccccn3)n2)c(F)c1 | ? | 1 | 2 | 1.4 | -6 | -1 | 25 | 0.4 | -2 | -0.8 |
| C=CCn1c(SCC(=O)N(CC)C2CCS(=O)(=O)C2)nc2ccccc2c1=O (stereo not drawn) | 4 | 4 | 4 | -1.7 | 9 | 1 | 3 | -1.0 | -5 | · |
| CCC(=O)Nc1ccc2c(c1)ncn2-c1ccccc1C | -6 | 11 | -3 | 2.5 | -1 | -3 | 22 | 0.7 | 2 | 12 |
| CC(Sc1nc(N2CCOCC2)c2c(c1C#N)CC(C)(C)OC2)C(=O)Nc1ccccc1 (stereo not drawn) | 6 | -5 | 11 | · | · | 4 | 9 | -1.1 | -1 | 0.0 |
| C=CCN(C(=O)CNC(=O)c1ccco1)C(C(=O)NC1CCCCC1)c1cccnc1 (stereo not drawn) | 2 | 5 | -7 | -1.7 | 0 | 13 | 17 | -1.6 | -1 | -0.7 |
| O=C(O)c1cc(S(=O)(=O)N2CCCCC2)ccc1Cl | ? | -8 | 7 | 0.4 | 6 | 13 | 1 | 2.7 | 0 | -0.5 |
| COc1cccc(OC)c1C(=O)NCC12CC3CC(C1)CC(CNC(=O)c1c(OC)cccc1OC)(C3)C2 | -3 | 14 | -3 | -0.2 | -12 | 2 | 11 | 0.1 | 0 | -1.0 |
| COc1ccc(Cl)cc1-c1csc(N)n1 | -1 | 9 | -5 | -3.6 | 1 | 2 | -9 | -4.1 | 1 | · |
| CC(=O)c1cccc(N(CC(=O)N2CCCCC2)S(C)(=O)=O)c1 | 0 | -3 | 1 | · | 1 | 7 | 18 | -0.5 | -2 | 1.6 |

Continuation.
Order of results: BoNT F protease	CCHFV vOTU inh	GDH-TPI counter	UGM FP inh	Rv3671c protease	MazF activator	DUSP3 inh	FadD28 FP inh	Mtb FBA inh	Mtb BioA inh
CSc1ccc(Cn2c(C)c(C(=O)NCc3cccc(Cl)c3)sc2=O)cc1
 : -4	16	6	·	·	·	·	-2.8	2	-0.4
COc1cc(CCC(=O)N2CCN(c3ccccc3Cl)CC2)cc(OC)c1OC
 : 16	-8	-5	-1.8	·	0	17	67*	1	0.6
CC(C)N(Cc1ccccc1)C(=O)COC(=O)C1CCN(S(=O)(=O)c2ccc3c(c2)OCCO3)CC1
 : 8	2	4	2.4	-7	-12	·	-6.1	-1	-1.3
CC(NC1CCCCC1)C(=O)NN=C(c1ccccc1)c1ccccc1 (stereo not drawn)
 : -2	5	-8	-2.4	-1	11	21	-2.6	23	·
C=CCOC(=O)C1=C(C)NC(SC)=C(C#N)C1c1ccc(OCC)cc1 (stereo not drawn)
 : 20&6	8&16	11&4	4.9	-1	5&-5	-4	-0.1&-5.9	9&2	-4.7&-1.0
Cc1ccccc1CN1C(=O)c2ccccc2S1(=O)=O
 : -6	6	-4	1.0	-2	3	2	0.0	-1	-0.5
CC1CCCCN1C(=O)C1CCCN(S(=O)(=O)c2cccc3nsnc23)C1 (stereo not drawn)
 : 4	8	9	4.5	-10	9	-1	-0.8	-2	-0.2
Cc1cc2nc(SCC(=O)N(C)C)c3c(c2cc1C)CCCC3
 : -7	18	5	2.5	-3	-11	17	-3.5	-2	-0.7
COc1cc(OC)c2cc(C(=O)N/N=C/c3ccccc3O)[nH]c2c1
 : 8	4	14	-2.2	19	19	30	0.5	7	-1.7
CC(=O)Nc1ccc(C2=CC(=O)C[C@H](c3ccc(Cl)cc3)C2)cc1
 : -5	11	16	-0.7	-1	11	·	-11	5	1.3
O=[N+]([O-])c1cccc(/C=N/n2c(COc3ccccc3)n[nH]c2=S)c1
 : 3	4	15	2.7	5	-4	1	-0.7	-4	8.0
CCN(CC)S(=O)(=O)c1cccc(NC(=O)COC(=O)c2n[nH]c(=O)c3ccccc23)c1
 : -9	15	-3	-0.2	-2	9	-4	-1.5	-1	·
FC(F)(F)c1cc(-c2cccs2)nc(-n2cc(Br)cn2)n1
 : -4	-12	22	-1.6	-1	4	28	-0.5	8	0.6
N#CC1(NC(=O)CSc2nnc(C3CC3)n2C2CC2)CCCCC1
 : 2	4	1	6.1	-2	-2	·	0.0	2	2.5

Copied from the listing for reference:
Order of results: BoNT F protease	CCHFV vOTU inh	GDH-TPI counter	UGM FP inh	Rv3671c protease	MazF activator	DUSP3 inh	FadD28 FP inh	Mtb FBA inh	Mtb BioA inh
CC(NC1CCCCC1)C(=O)NN=C(c1ccccc1)c1ccccc1 (stereo not drawn)
 : -2	5	-8	-2.4	-1	11	21	-2.6	23	·
C=CCOC(=O)C1=C(C)NC(SC)=C(C#N)C1c1ccc(OCC)cc1 (stereo not drawn)
 : 20&6	8&16	11&4	4.9	-1	5&-5	-4	-0.1&-5.9	9&2	-4.7&-1.0
Cc1ccccc1CN1C(=O)c2ccccc2S1(=O)=O
 : -6	6	-4	1.0	-2	3	2	0.0	-1	-0.5
CC1CCCCN1C(=O)C1CCCN(S(=O)(=O)c2cccc3nsnc23)C1 (stereo not drawn)
 : 4	8	9	4.5	-10	9	-1	-0.8	-2	-0.2
Cc1cc2nc(SCC(=O)N(C)C)c3c(c2cc1C)CCCC3
 : -7	18	5	2.5	-3	-11	17	-3.5	-2	-0.7
COc1cc(OC)c2cc(C(=O)N/N=C/c3ccccc3O)[nH]c2c1
 : 8	4	14	-2.2	19	19	30	0.5	7	-1.7
CC(=O)Nc1ccc(C2=CC(=O)C[C@H](c3ccc(Cl)cc3)C2)cc1
 : -5	11	16	-0.7	-1	11	·	-11	5	1.3
O=[N+]([O-])c1cccc(/C=N/n2c(COc3ccccc3)n[nH]c2=S)c1
 : 3	4	15	2.7	5	-4	1	-0.7	-4	8.0

Bioassay records (PubChem BioAssay)
